Compound activity as filed in PubChem BioAssay.
NPC1 prom act: qHTS Assay for NPC1 Promoter Activators | AID 485313, 2010 | Potency, µM (highest dose often 9.22 µM), for the others: at the highest dose activation, most hits filed as activators | 320,000 compounds, 2.4% hits | Huh7 NPC1 promoter luciferase reporter, 24 h;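 note: potency is the fitted concentration of half-maximal effect; % of control where 0% means no effect; nearly all actives have a fitted effect of over 60% in size; reporter is driven by a mutant NPC1 promoter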
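NPC1 promoter–luciferase Huh7 cells; 24 h compound; luminescence.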
Giardia kill: Small Molecules that selectively kill Giardia lamblia: qHTS; Giardia lamblia trophozoite viability; activity change, % at 7.66 µM, hits read low; 340,000 compounds, 0.15% hits; in the data active = activity change below about -80%; inconclusive = between about -30% and that limit;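 note: parasites exposed to compound for two days anaerobically before the ATP read; % is set by controls: 0 for no effect and ±100 for the full control effect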
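Giardia trophozoites, 100 cells per well, were exposed to compounds for 48 hrs at 37 deg C under anaerobic conditions; viability was then read as ATP content by bioluminescence after 15-30 min at room temperature.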
RORg inh: qHTS for inhibitors of ROR gamma transcriptional activity. Nuclear receptor ROR-gamma (Mus musculus), P51450. 310,000 compounds, 5.4% hits. Potency, µM (highest dose often 53.6 µM), for the others: at the highest dose activity change, negative = inhibition, most hits filed as inhibitors. Drosophila S2 Gal4-RORgamma UAS-luciferase reporter, 20 h; note: potency is the fitted concentration of half-maximal effect; % is set by controls: 0 for no effect and ±100 for the full control effect; nearly all actives have a fitted effect of over 60% in size
Target sequence (P51450 whole entry, looked up, the tested form may be a part): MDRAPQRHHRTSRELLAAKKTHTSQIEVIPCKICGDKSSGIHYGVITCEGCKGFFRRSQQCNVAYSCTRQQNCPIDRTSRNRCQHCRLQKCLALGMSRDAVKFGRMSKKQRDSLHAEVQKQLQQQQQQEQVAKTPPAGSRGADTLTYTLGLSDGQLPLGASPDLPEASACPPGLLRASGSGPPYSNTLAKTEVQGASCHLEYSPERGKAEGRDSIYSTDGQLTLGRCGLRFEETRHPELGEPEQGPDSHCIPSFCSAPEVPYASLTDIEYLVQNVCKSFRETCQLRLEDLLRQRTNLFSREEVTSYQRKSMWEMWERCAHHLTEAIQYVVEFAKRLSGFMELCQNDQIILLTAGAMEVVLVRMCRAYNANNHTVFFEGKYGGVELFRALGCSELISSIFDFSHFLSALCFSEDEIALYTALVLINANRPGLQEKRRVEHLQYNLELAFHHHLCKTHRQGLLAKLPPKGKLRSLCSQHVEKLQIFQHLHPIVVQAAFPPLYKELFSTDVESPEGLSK
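Read-out: Photinus luciferase luminescence; inhibitors lower reporter signal. Insect Schneider cells with Gal4-ROR gamma fusion under metallothionein promoter, UAS reporter; 700 uM final copper sulfate induction, 20 hr, ambient temperature.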
uPA surface inh: qHTS for Inhibitors of Cell Surface uPA Generation; cell surface uPA generation assay, qHTS; Potency, µM (highest dose often 38.3 µM), without a hit: top-dose activity change, negative = inhibition, hits mostly inhibitors; 330,000 compounds, 0.31% hits; active = well fitted inhibition curve with a large enough effect; inconclusive = small, poorly fitted or top-dose-only effect; inactive = no such curve, though single readings can be large or run the other way; tested in mouse RAW 264.7 cells; note: potency is the fitted concentration of half-maximal effect; % is set by controls: 0 for no effect and ±100 for the full control effect; nearly all actives have a fitted effect of over 55% in size
Rab9 prom act: qHTS Assay for Rab9 Promoter Activators; Huh7 Rab9 promoter-luciferase reporter, luminescence, 24 h; Potency, µM (top dose mostly 9.22 µM), for the others: top-dose activation, negative = inhibition, usual class: activators; 320,000 compounds, 2.8% hits; note: potency is the fitted concentration of half-maximal effect; % of control where 0% means no effect; nearly all actives have a fitted effect of over 60% in size
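Rab9 promoter-driven luciferase in stably transfected Huh7 cells; 1500 cells/well rested 2 h, exposed to compound in DMSO for 24 h at 37 °C, 5% CO2. Luminescence read 10 min after adding luciferase reagent at ambient temperature.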
KCNH2 3.1 inh: qHTS for Inhibitors of KCHN2 3.1: Mutant qHTS. Potassium voltage-gated channel subfamily H member 2, brain isoform KCNH2 3.1 (human). U2OS KCNH2 3.1, thallium flux FluxOr; stronger effect = lower value. activity change, % (tested at about 1.8 µM). 340,000 compounds, 0.95% hits;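 active = maximum activity change below -70%; inconclusive = maximum activity change from -70% to -50%; inactive = maximum activity change above -50%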;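 note: thallium influx rate constant from kinetic fluorescence after stimulation buffer; % is set by controls: 0 for no effect and ±100 for the full control effect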
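We transduce U2OS cells with the mutant 3.1 virus, culture them overnight, load FluxOr with Red40 quencher for 45 min, then add stimulation buffer and read kinetically for 2 min to derive a normalized rate constant.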
ELG1 genotox: qHTS screen for small molecules that induce genotoxicity in human embryonic kidney (HEK293T) cells expressing luciferase-tagged ELG1 | HEK293T ELG1-luciferase reporter, luminescence, 16 h | Potency, µM (doses to about 46 µM), for inactives: at the highest dose activity change, positive = activation, usual class: activators | 330,000 compounds, 1.3% hits | AID 504466, 2011; note: potency is the fitted concentration of half-maximal effect; % of control where 0% means no effect; nearly all actives have a fitted effect of over 60% in size
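Reporter readout depends on ELG1 protein level, which increases with genetic stress. After 16 hr compound exposure at 37 °C, luciferase activity was quantified using ONE-Glo.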
Tb PFK inh: qHTS Assay to Find Inhibitors of T. brucei phosphofructokinase; T. brucei PFK, ADP-Glo luminescence; Potency, µM (doses to about 57.5 µM), for inactives: at the top dose activity, negative = inhibition, usual class: inhibitors; 330,000 compounds, 0.17% hits;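 note: potency is the fitted concentration of half-maximal effect; 0% = uninhibited 1x PFK enzyme wells and -100% = no-enzyme wells; nearly all actives have a fitted effect of over 60% in size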
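1.25 nM PFK with 0.5 mM F6P and 0.1 mM ATP in 0.1 M TEA pH 8.0, 5 mM MgCl2, incubated 45 min at room temperature; ADP measured by ADP-Glo luminescence; compounds titrated up to 57 uM.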
FLuc modulator: qHTS profiling assay for firefly luciferase inhibitor/activator using purifed enzyme and Km concentrations of substrates (counterscreen for miR-21 project) | purified FLuc, Km substrates, luminescence inhibition | 360,000 compounds, 6.9% hits | AID 588342, 2011 | Potency, µM (series often up to 57.5 µM), for inactives: at the highest dose activity change, negative = inhibition, hits mostly inhibitors | Luciferin 4-monooxygenase (Photinus pyralis), P08659;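 note: potency is the fitted concentration of half-maximal effect; plate controls were vehicle for no effect and reference inhibitor for full effect; nearly all actives have a fitted effect of over 55% in size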
Target sequence (P08659 whole entry, looked up): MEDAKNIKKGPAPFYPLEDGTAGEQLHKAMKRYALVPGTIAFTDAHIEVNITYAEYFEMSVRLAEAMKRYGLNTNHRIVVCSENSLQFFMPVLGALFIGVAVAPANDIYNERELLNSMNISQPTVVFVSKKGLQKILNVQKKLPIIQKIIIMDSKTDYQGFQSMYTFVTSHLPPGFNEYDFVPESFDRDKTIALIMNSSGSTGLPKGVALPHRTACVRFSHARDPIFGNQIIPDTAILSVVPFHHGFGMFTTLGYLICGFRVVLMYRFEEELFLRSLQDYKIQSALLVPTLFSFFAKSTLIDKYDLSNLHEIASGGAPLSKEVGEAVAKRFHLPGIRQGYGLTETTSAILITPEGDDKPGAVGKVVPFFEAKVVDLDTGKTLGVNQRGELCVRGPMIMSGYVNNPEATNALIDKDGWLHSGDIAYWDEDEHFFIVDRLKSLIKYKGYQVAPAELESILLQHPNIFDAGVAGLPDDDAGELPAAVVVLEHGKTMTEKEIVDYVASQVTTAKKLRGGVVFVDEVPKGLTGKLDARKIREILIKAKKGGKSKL
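Biochemical qHTS of compounds, final roughly 60 µM downward over six points, against 10 nM purified firefly luciferase using Km concentrations of substrates (10 uM D-luciferin, 10 uM ATP) in Tris acetate pH 7.5 buffer; luminescence output.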
FBPA coupling cs: qHTS Assay for Inhibitors of Fructose-1,6-bisphosphate Aldolase from Giardia Lamblia: Coupling assay counterscreen. coupling enzyme system counterscreen, AmpLite Red fluorescence. activity change, negative = inhibition, % at 58.2 µM, hits read low. 290,000 compounds, 0.67% hits. AID 2472, 2010; in the data active = activity change below about -30%; note: % is set by controls: 0 for no effect and ±100 for the full control effect
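Compounds tested against the coupling enzymes alone at 57.5 uM final; readout was AmpLite Red fluorescence (525/598 nm) after 20 min at RT.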
VP16 counter: VP16 counterscreen qHTS for inhibitors of ROR gamma transcriptional activity; 310,000 compounds, 3.5% hits; Potency, µM (series often up to 53.6 µM), for the others: top-dose activity, negative = inhibition, most hits filed as inhibitors; Drosophila S2 Gal4-VP16 UAS-luciferase, luminescence, 20 h; AID 2546, 2010;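 note: Gal4-VP16 expression switched on by copper sulfate through the metallothionein promoter; potency is the fitted concentration of half-maximal effect; % is set by controls: 0 for no effect and ±100 for the full control effect; nearly all actives have a fitted effect of over 50% in size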
The depositor's hits bear a star; ? = inconclusive; · = no result given; [ ] = dose if it differs, or a comment. Unless noted, calls come from the whole dose curve; as a rule, active = well fitted curve in the direction sought with a large enough effect; inconclusive = small, poorly fitted or top-dose-only effect, or another doubt; inactive = no such curve, though single readings can be large; an effect the other way counts as inactive or inconclusive. This is a random part of the collection (roughly 14% active in at least one column).

| entry | compound | VP16 counter | ELG1 genotox | uPA surface inh | Rab9 prom act | Tb PFK inh | FLuc modulator | Giardia kill | KCNH2 3.1 inh | NPC1 prom act | RORg inh | FBPA coupling cs |
| --- | --- | --- | --- | --- | --- | --- | --- | --- | --- | --- | --- | --- |
| 1 | CCS(=O)(=O)c1nc(S(=O)(=O)c2ccc(C)cc2)c(NCCCN2CCCC2=O)s1 | 5.5% | -0.5%[9.26 µM] | -5.1% | 0.0% | -2.7% | 3.8% | 9.7 | -8.5 | -2.6% | -6.6% | -1.3 |
| 2 | CC(=O)N1CCC(Nc2ccc(C)cc2)CC1 | -0.6% | 2.9% | 1.0% | -10.0% | 1.5% | 3.8% | -8.2 | 5.5 | 0.6% | -1.1% | -3.5 |
| 3 | O=C(O)c1cn(C2CC2)c2cc(N3CCN(S(=O)(=O)c4ccc5c(c4)OCCO5)CC3)c(F)cc2c1=O | 0.0% | -8.0% | 6.1% | 16.6% | -1.0% | 5.7% | -4.7 | -2.2 | -4.7% | -6.9% | -1.9 |
| 4 | COc1ccc(C2CC(C)(c3ccc(OC)cc3OC)Nc3ccccc3N2)c(OC)c1 (stereo unspecified) | -6.6% | 8.2µM* | 1.6% | 1.12µM* | -0.2% | 7.57µM* | 20.5 | 5.1 | 2.82µM* | -17.9% | -3.5 |
| 5 | CCN(CC)CCNS(=O)(=O)c1ccc(C(=O)NN)cc1 | 2.5% | 0.3% | -7.3% | -6.8% | -1.6% | 1.5% | -15.2 | 0.3 | -4.9% | 32.3% | 3.8 |
| 6 | CCNC(=O)N1c2ccc(OCC)cc2C(C)=CC1(C)C | -2.6% | -4.2% | 6.0% | 0.5% | 0.4% | -3.7% | -8.0 | -7.0 | 4.2% | 1.7% | 7.7 |
| 7 | CC(C)CSc1nc2ccccc2[nH]1 | -3.8% | 21.8% | 0.1% | ? | 0.2% | ? | 15.7 | 3.2 | 25.1% | -9.0% | 0.7 |
| 8 | CC(=O)c1cccc(NC(=O)CC(C)n2ccnc2)c1 (stereo unspecified) | -7.4% | 0.7% | 1.3% | -1.1% | 0.5% | -0.2% | -5.4 | 9.8 | -4.1% | -5.0% | 2.7 |
| 9 | COc1ccc(CCNC(=S)NC(=O)c2c(-c3ccccc3Cl)noc2C)cc1OC | ? | -0.2% | 11.7% | -5.3% | -0.8% | -0.9% | 13.6 | -29.2 | -5.2% | 8.91µM* | 2.7 |
| 10 | COc1ccc(C2NC(=O)NC(O)(C(F)(F)F)C2C(=O)c2ccc(C)cc2)cc1 (stereo unspecified) | 13.5% | -1.1% | -3.3% | 2.3% | 2.7% | -1.2% | -11.1 | -6.8 | -2.3% | -23.2% | 4.7 |
| 11 | Cc1ccccc1NC(=O)CSc1nc(=O)n(CCN2CCOCC2)c2c1CCCC2 | · | -0.4% | -2.7% | -1.2% | 0.3% | 1.5% | 8.6 | -2.3 | -2.0% | · | · |
| 12 | CCN1CCN(C(=O)CCc2nnc(CCc3ccccc3OC)o2)[C@@H](C)C1=O | 10.1% | 1.8% | 1.9% | -9.4% | 0.4% | 0.7% | -22.3 | -14.4 | -1.3% | 12.2% | -1.0 |
| 13 | CCCCn1nnc(NC(=O)c2cc3ccccc3o2)n1 | 8.3% | 6.51µM* | -3.0% | 1.58µM* | -7.5% | ? | -3.8 | -1.5 | 3.16µM* | 0.6% | -0.4 |
| 14 | COc1ccc(S(=O)(=O)N2CCOCC2)cc1NC(=O)c1cccc(Cl)c1 | · | -1.3% | 0.3% | 4.4% | -13.9% | 3.2% | 17.6 | -3.0 | -1.1% | · | -1.2 |
| 15 | CN(C)N=Nc1nc2c([nH]1)c(=O)n(C)c(=O)n2C | -19.1% | -1.3% | -0.4% | -2.8% | 0.6% | -3.7% | -17.4 | 2.8 | -1.7% | -16.5% | 0.2 |
| 16 | CC(C#Cc1ccc2c(c1)COc1c3ccccc3nn1-2)OC(C)(C)C (stereo unspecified) | · | 12.4% | 1.4% | ? | -7.5% | 10.7µM* | -7.7 | -6.7 | ? | · | · |
| 17 | Cc1cc(Cl)ccc1N(CC(=O)NCc1ccccc1)S(C)(=O)=O | -0.5% | -0.4% | 8.3% | 0.4% | 0.8% | 1.5% | 25.2 | -4.3 | -1.3% | 24.8% | -2.3 |
| 18 | Cc1ccc(S(=O)(=O)N2CCC(C(=O)NC3CC(C)(C)NC(C)(C)C3)CC2)cc1 | -4.9% | 3.5% | -2.6% | 5.1% | -5.2% | -0.7% | -7.7 | 7.8 | -2.5% | 0.0% | · |
| 19 | O=C(CSCC(=O)OCn1nnc2ccccc2c1=O)Nc1ccc(Cl)cc1 | 6.5% | 3.5% | -6.6% | 0.4% | -1.5% | -14.2% | 3.6 | -14.5 | 7.5% | 29.6% | -1.1 |
| 20 | C/C(CCC(C)C)=N\NC(=S)NCc1ccccc1 | ? | 0.3% | -17.5% | -7.7% | -0.8% | -0.4% | ? | -9.7 | 0.7% | 3.98µM* | -1.4 |
| 21 | CCCS(=O)(=O)c1c(S(=O)(=O)CCC)c2ccc(C(N)=O)cn2c1C(=O)c1ccccc1 | 7.8% | 0.2% | -10.0% | -1.2% | -0.3% | 5.3% | -7.6 | 10.0 | 1.8% | ? | 0.7 |
| 22 | CCCCNC(=O)N(O)C1N(/N=C/c2ccccc2F)C(=S)SC1(C)C (stereo unspecified) | 8.9% | -0.3% | 5.9% | -4.7% | 1.4% | -1.5% | 7.1 | -4.1 | -2.8% | -40.6% | 0.5 |
| 23 | NC(=O)c1ccsc1NC(=O)CSc1nnc(C2CC2)n1Cc1ccccc1 | -1.7% | 0.5% | 3.4% | 7.5% | 0.6% | 4.9% | -14.2 | -16.3 | -1.5% | 30.4% | 3.5 |
| 24 | O=C(CNS(=O)(=O)c1ccc(Br)s1)NCCc1ccc(Cl)cc1 | -4.3% | 0.4% | 10.3% | -2.5% | -17.3% | -3.4% | -10.6 | 39.7 | -0.1% | -23.7% | -3.4 |
| 25 | COc1cc(Cl)c(C)cc1NCC(=O)Nc1cccc(S(=O)(=O)N2CCCC2)c1 | · | -2.2% | -0.1% | -8.5% | -7.2% | 3.0% | -6.2 | -18.5 | -0.6% | · | · |
| 26 | O=C(CNC(=O)c1ccccc1)N/N=C/c1ccc([N+](=O)[O-])s1 | -18.2% | -17.3% | -17.9% | -14.6% | -11.8% | -5.6% | -24.1 | 6.1 | -1.8% | 3.2% | 2.0 |
| 27 | O=C1C2C(C(=O)N1c1ccccc1)N1CCCN1C2c1ccccc1 (stereo unspecified) | -22.4% | -0.8% | -7.8% | -0.7% | -11.6% | -1.5% | 1.6 | 0.9 | 2.2% | 25.8% | 0.6 |
| 28 | Cc1cc(=O)oc2cc(OC(=O)C3CCN(C(=O)c4ccc(F)cc4)CC3)ccc12 | · | -3.7% | -8.9% | 5.5% | 0.0% | 5.0% | -15.7 | -2.5 | 3.9% | · | · |
| 29 | O=C(NN=C1CCCCCCC1)c1ccc2ccccc2n1 | 0.4% | 3.3% | 0.3% | 6.6% | 9.4% | ? | 1.4 | 15.9 | -0.5% | 25.8% | -5.1 |
| 30 | Cc1ccc(-c2csc(N3CCN(c4cc5c(cc4Cl)nc(-c4ccncc4)n5CCOCCO)CC3)n2)cc1 | -13.6% | -9.5% | -14.7% | -5.5% | 1.4% | 2.3% | 35.8[activator] | -25.9 | -9.2% | -30.6% | -2.0 |
| 31 | CC1CN(S(=O)(=O)c2cccc(C(=O)OCC(=O)NCc3ccccc3)c2)CC(C)O1 (stereo unspecified) | · | -0.5% | -24.4% | 0.7% | 1.2% | 3.5% | 2.7 | -12.9 | -3.0% | · | · |
| 32 | CCC(C)NC(=O)c1ccc(CSCc2ccccc2Cl)o1 (stereo unspecified) | 8.1% | 1.1% | 0.1% | -0.4% | -7.6% | -13.5% | -28.9 | 0.2 | 4.2% | 11.2% | 0.3 |
| 33 | CCN(CC(=O)Nc1c(F)cccc1F)C(=O)C1(c2ccccc2)CC1 | -2.2% | -1.8% | 0.8% | -4.2% | 0.3% | 3.4% | -12.7 | · | -1.9% | -0.1% | · |
| 34 | CCOC(=O)/C(=C/C1=CC(=C/N(C)C)/C(=O)O1)C(C)=O | 5.8% | 3.0% | 3.9% | -4.3% | -0.3% | -0.3% | 0.8 | -17.6 | 1.2% | 1.2% | 3.7 |
| 35 | COc1ccc(-c2nn(-c3ccccc3)cc2C(=O)NCC2CCCO2)cc1 (stereo unspecified) | -3.5% | -6.0% | -7.9% | 3.3% | -2.5% | ? | 1.5 | -3.4 | 0.3% | -23.2% | · |
